A549 tox – A549 cytotoxicity, counter-screen for Nrf2 inhibitors. A549 ARE-Fluc cells, CellTiter-Fluor viability, 18-24 h. Potency, µM (series often up to 46 µM), without a hit: top-dose activity change, negative = cytotoxicity, actives largely listed as inhibitors. 390,000 compounds, 0.16% hits. AID 504648; also: % is scaled to controls: 0 for no effect and ±100 for the full control effect
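A549 ARE-Fluc cells in 5% FBS OPTI-MEM, 5000 cells/well, rested 2 h then exposed to compounds in concentration-response for 18-24 h at 37 °C. Viability by CellTiter-Fluor fluorescence (Ex 405/Em 525) after 30 min; luciferase luminescence (BugLite, 15 min, RT) read afterwards.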
MCF10A rereplic – induces DNA re-replication in MCF 10a normal breast cells | AID 624296 | 350,000 compounds, 2.9% hits | MCF 10A DNA re-replication, Hoechst nuclear intensity, 48 h | Potency, µM (doses to about 46.1 µM), without a hit: at the top dose activity, positive = re-replication, most hits filed as activators; also: % of control where 0% means no effect; nearly all actives have a fitted effect of over 50% in size
EPAC2 antag – blocks human EPAC2 exchange factor. EPAC2 GEF exchange of Rap1B-BODIPY-GDP, fluorescence. Potency, µM (titrated, usually from 114 µM), for the others: at the top dose activity, negative = inhibition, actives largely listed as inhibitors. 360,000 compounds, 0.18% hits; also: % is scaled to controls: 0 for no effect and ±100 for the full control effect; nearly all actives have a fitted effect of over 45% in size; many of its hits are not listed in these tables
Target sequence (Q8WZA2 whole entry, looked up): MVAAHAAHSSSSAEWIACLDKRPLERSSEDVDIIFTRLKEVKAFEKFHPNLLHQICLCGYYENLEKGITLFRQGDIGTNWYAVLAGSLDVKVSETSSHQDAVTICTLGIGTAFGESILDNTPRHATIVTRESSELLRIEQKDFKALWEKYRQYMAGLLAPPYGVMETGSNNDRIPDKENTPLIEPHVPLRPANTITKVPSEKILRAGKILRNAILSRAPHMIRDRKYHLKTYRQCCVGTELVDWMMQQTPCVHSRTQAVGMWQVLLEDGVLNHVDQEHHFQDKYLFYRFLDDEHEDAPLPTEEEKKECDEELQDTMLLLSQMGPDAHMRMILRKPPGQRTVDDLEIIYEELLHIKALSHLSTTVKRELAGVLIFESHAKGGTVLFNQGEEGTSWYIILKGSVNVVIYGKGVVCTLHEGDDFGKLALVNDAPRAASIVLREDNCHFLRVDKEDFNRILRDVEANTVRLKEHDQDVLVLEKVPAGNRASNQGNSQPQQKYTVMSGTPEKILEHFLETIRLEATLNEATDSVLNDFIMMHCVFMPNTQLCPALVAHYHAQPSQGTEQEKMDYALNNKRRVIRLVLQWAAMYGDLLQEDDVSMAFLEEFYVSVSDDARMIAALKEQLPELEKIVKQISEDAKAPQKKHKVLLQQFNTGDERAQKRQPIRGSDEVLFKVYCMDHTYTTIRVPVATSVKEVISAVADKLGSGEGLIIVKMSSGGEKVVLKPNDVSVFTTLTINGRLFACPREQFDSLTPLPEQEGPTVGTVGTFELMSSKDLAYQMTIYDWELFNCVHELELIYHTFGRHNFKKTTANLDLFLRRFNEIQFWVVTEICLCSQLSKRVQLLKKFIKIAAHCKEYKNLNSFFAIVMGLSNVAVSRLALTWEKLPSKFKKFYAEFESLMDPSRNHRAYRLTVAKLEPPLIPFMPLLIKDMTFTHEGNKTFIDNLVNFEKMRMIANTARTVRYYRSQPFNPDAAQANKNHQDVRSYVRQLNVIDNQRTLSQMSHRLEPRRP
HepG2 tox – counter-screen for TGF-b inhibitors: cytotoxicity in HepG2 cells; HepG2 CAGA-GFP viability, ATP luminescence, 18 h; Potency, µM (series often up to 46.1 µM), inactives show at the top dose activity change, negative = cytotoxicity, most hits filed as cytotoxic; 410,000 compounds, 0.76% hits; AID 588856; also: some results filed as inactive show a strong effect at the top dose
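CellTiter-Glo luminescence gave cytotoxicity after 18 hours at 37 degrees C. The cells were HepG2 CAGA-GFP in 1% FBS DMEM, stimulated with 500 pg/mL TGF-beta after compound addition. %Activity was normalised to no-cell wells (complete cell-killing) and DMSO (no toxicity), and curves were fitted and classified.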
ATXN2 expr inh – ATXN2 expression inhibition | HEK-293 ATXN2-luciferase reporter, luminescence, 24 h | Potency, µM (top dose mostly 57 µM), for inactives: at the highest dose activity change, negative = inhibition, most hits filed as inhibitors | 360,000 compounds, 0.72% hits | AID 1745845; also: % is scaled to controls: 0 for no effect and ±100 for the full control effect; nearly all actives have a fitted effect of over 55% in size
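qHTS (up to 57 uM final) was run with 24 h compound exposure of reporter cells at 37 °C. Each well was multiplexed: SteadyGlo luminescence measured ATXN2-luciferase expression after a fluorogenic Gly-Phe-AFC viability readout (25 uM final).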
Nrf2 block – inhibitors of Nrf2 signaling | A549 ARE-Fluc reporter, luciferase luminescence, 18-24 h | Potency, µM (highest dose often 46 µM), for the others: at the top dose activity change, negative = inhibition, actives largely listed as inhibitors | AID 504444 | 360,000 compounds, 2.1% hits; also: % is scaled to controls: 0 for no effect and ±100 for the full control effect; nearly all actives have a fitted effect of over 60% in size
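Quantitative HTS in A549 cells stably bearing an antioxidant response element-firefly luciferase construct. Inhibition of Nrf2-driven transcription was scored by luminescence after 18-24 h of compound exposure at 37 °C.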
TGFb SMAD3 inh – inhibitors of TGF-b signaling | HepG2 CAGA-GFP TGF-b/SMAD3 reporter, GFP fluorescence, 18 h; TGF-beta stimulated, 500 pg/mL final | Potency, µM (top dose mostly 46.1 µM), for inactives: at the highest dose activity, negative = inhibition, hits mostly inhibitors | 410,000 compounds, 1.2% hits | AID 588855; also: % is scaled to controls: 0 for no effect and ±100 for the full control effect; nearly all actives have a fitted effect of over 65% in size
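Inhibition was scored as loss of TGF-beta-induced (500 pg/mL final, 18 hours, 37 degrees C) GFP in HEPG2 cells carrying a CAGA-GFP reporter, in DMEM with 1% FBS. Well GFP was summed per cell; Activity was normalised to unstimulated and stimulated DMSO wells, then concentration-response fitting.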
ATXN viability – cell viability loss in ATXN counter-screen; S2 cells (HEK-293 line with an ATXN2-luciferase reporter) viability, CellTiter-Fluor protease fluorescence, 24 h; Potency, µM (highest dose often 56.7 µM), actives largely listed as cytotoxic; 400,000 compounds, 0.49% hits; AID 651635; also: nearly all actives have a fitted effect of over 40% in size
Nrf2 activator – activators of Nrf2 (ARE) signaling. AREc32 ARE-luciferase reporter (MCF7-derived line), luminescence, 24 h. Potency, µM (titrated, usually from 46.1 µM), inactives show at the top dose activation, hits mostly activators. 410,000 compounds, 0.31% hits; also: % of control where 0% means no effect; nearly all actives have a fitted effect of over 65% in size
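AREc32 cells carrying an ARE-driven firefly luciferase, 1000 cells/well in OPTI-MEM with 5% FBS, dosed after overnight attachment and incubated 24 hr at 37 deg C. Steady-Glo luminescence read after 30 min at RT.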
* marks the source's active call; other numbers are inactive results; i = inactive; u = inconclusive; x = not tested or not shown; [ ] = another dose, or the depositor's remark. Calls follow the shape of the dose curve; as a rule, active = well fitted curve in the direction sought with a large enough effect; inconclusive = small, poorly fitted or top-dose-only effect, or another doubt; inactive = no such curve, though single readings can be large; an effect the other way counts as inactive or inconclusive. Potency is read from the fitted curve at half-maximal effect. These rows are one share of the data; the hit share may differ from the screen's.

SMILES | A549 tox | MCF10A rereplic | EPAC2 antag | HepG2 tox | ATXN2 expr inh | Nrf2 block | TGFb SMAD3 inh | ATXN viability | Nrf2 activator
N/C(=N\OC(=O)COc1ccc(Cl)cc1Cl)c1ccccn1 | 5% | -4% | -19% | -39% | x | u | u | i | -2.5%
CCn1c(/C=C/N(C(C)=O)c2ccccc2)[n+](CC)c2ccc(Cl)cc21 | -9% | 15% | 12% | -39% | -5% | 2% | u | u | 1.4%
Cc1ccc(C(c2sc3ncnn3c2O)N2CC(C)CC(C)C2)cc1 (configuration not stated) | -10% | -1% | -16% | -29% | -16% | -11% | u | i | -1.1%
NC(=O)CSc1nccn1Cc1ccc2c(c1)OCO2 | 5% | 17% | 0% | -1% | 17% | -10% | -1% | i | 0.2%
COc1ccc(N(C(=O)C2CSC(=O)C2)C(C(=O)NC(C)(C)C)c2ccncc2)cc1 (configuration not stated) | 6% | 3% | -1% | 2% | x | 10% | 10% | i | -0.5%
Cn1nnnc1SCc1cc(=O)n2ccsc2n1 | 8% | 0% | 10% | 3% | 0% | 10% | -9% | u | -0.1%
CC(C)(C)NC(=O)Cn1nnc(-c2ccccc2Cl)n1 | 1%[1.84 µM] | -1% | 5% | 4% | 63%[activator] | u | -17% | i | 2.9%
CC1(C(=O)Nc2ccc3ccccc3c2)CCC(=O)N1CCc1c[nH]c2ccccc12 (configuration not stated) | x | x | -11% | -55% | u | x | u | u | 6.8%
COc1ccc(/C=C/C(=O)NCc2ccccn2)cc1 | 0% | 8% | 8% | 10% | 8% | u | -1% | i | 2.3%
O=C(CN1C2=NCCN2c2ccccc21)C12CC3CC(CC(C3)C1)C2 | u | 5% | 5% | -7% | -16% | x | 56%[activator] | u | 1.8%
COc1ccc(NC(=O)CSc2nnc(-c3ccccn3)n2Cc2ccco2)cc1OC | -4% | -2% | 2% | -5% | x | -20% | -2% | x | -0.1%
COc1ccccc1CCNC(=O)c1ccc(NC(=O)CC2SC(N3CCCC3)=NC2=O)cc1 (configuration not stated) | 1% | 5% | 3% | -4% | -3% | -18% | 7% | i | -0.4%
CC(=O)N(C)Cc1ccc(C(=O)CSc2nnc(C3CC3)n2C2CC2)cc1 | 11% | -1% | -3% | -13% | 3% | -7% | -18% | i | -0.6%
CCN1CCc2nc(NC(=O)Cc3ccc4c(c3)OCCO4)sc2C1 | 12% | -1% | -2% | 4% | 9% | 9% | 0% | i | -0.1%
C=CCn1c(-c2ccc(C)cc2)nc2ccccc21 | 0% | 1% | -9% | -20% | -19% | u | -30% | i | 10%
O=C(NC(Cc1ccccc1)C(=O)O)c1ccc(S(=O)(=O)N2CCCC2)cc1 (configuration not stated) | -5% | -1% | 9% | 10% | 8% | 2% | 12% | i | -0.7%
C/C(=N/NC(=O)c1ccoc1C)c1ccc(N2CCOCC2)cc1 | 4% | -3% | 7% | -1% | 11% | u | 8% | i | 0.4%
CN(C)C(=O)c1ccc(Nc2nnc(-c3ccc(O)cc3)c3ccccc23)cc1 | 4% | 15% | -1% | -6% | -9% | -16% | 1% | i | 2.2%
Cc1ccc(NC(=O)C2(C)CCN2Cc2ccc(OC(C)C)cc2)cc1 (configuration not stated) | x | x | -13% | -15% | 0% | x | -16% | i | 3.4%
COCCCn1cc(CN2CC(N3CCN(CCN(C)C)CC3)CS2(=O)=O)nn1 (configuration not stated) | x | x | 7% | x | 1% | x | x | i | -0.9%
CCOC(=O)c1c(O)c(Cl)c(C)[nH]c1=O | -5% | -2% | 6% | 1% | -9%[11.3 µM] | -10% | 5% | i | 0.3%
CC(Sc1ccc(Cl)cc1)C(=O)Nc1ccccc1-c1ccccc1 (configuration not stated) | 26% | u | -19% | -8% | -10% | -23% | -6% | i | 0.4%
O=C(NCc1cccnc1)Nc1ccc(Br)cc1 | 2% | -1% | 7% | -3% | 14% | -9% | 1% | i | 2.3%
Cc1cc(C)n(CC(O)COc2cccc(OCC(O)Cn3nc(C)cc3C)c2)n1 (configuration not stated) | -6% | 0% | 20% | -1% | -10% | x | u | u | 0.1%
CCOCCCNC(=O)c1cc2c(=O)[nH]c3ccccc3c2s1 | -5% | 2% | 3% | -11% | 9% | -26% | 1% | i | -0.3%
CCCCn1c(SCC(=O)NCCOC)nc2ccc(N3CCOCC3)cc2c1=O | -8% | 11% | -1% | -13% | 6% | -4% | u | i | -0.2%
COc1cccc(C2CC(C(F)(F)F)n3ncc(C(=O)O)c3N2)c1 (configuration not stated) | 1% | 19% | -2% | 30% | -6% | 8% | 4% | i | 0.5%
O=C(c1cc(Cl)ccc1Cl)N1CCN(c2ccccn2)CC1 | 0% | 6% | 2% | -4% | 4% | -8% | -14% | i | -0.5%
O=C(Nc1cccnc1)c1cn(-c2ccccc2)nc1-c1cccs1 | -8% | -7% | -9% | -23% | 5% | 3% | -20% | i | 4.6%
O=C(c1ccc(CS(=O)c2ccccc2Cl)o1)N1CCN(c2ccccc2)CC1 (configuration not stated) | -22% | u | 1% | -7% | u | 1% | u | i | -0.7%
CCCOc1ccc(N2C(=O)CC(SCCc3nc4ccccc4[nH]3)C2=O)cc1 (configuration not stated) | 0% | 2% | -11% | -30% | u | -18% | u | i | 0.8%
CCC(C(=O)NCc1cccs1)n1nc(C)n2c(cc3occc32)c1=O (configuration not stated) | 6% | 0% | -9% | 4% | -4% | 7% | -5% | i | -0.5%
CCOc1cccc(C(=O)Nc2ccc(N3CCCC3)cc2)c1 | 0% | 6% | 1% | 0% | 16% | -29% | 0% | i | -0.4%
Cc1ccc(-n2nc3ccc(N)cc3n2)c(C)c1 | -3% | 23% | u | -6% | x | -25% | -17% | i | -0.8%
COc1cc(-c2nc(C(=O)NC3CCN(Cc4ccccc4)CC3)cc3c2[nH]c2ccccc23)cc(OC)c1OC | -16% | u | -6% | -16% | -31% | -26% | -39% | i | 7.4%
CCOC(=O)c1c(NC(=O)Cn2nc(C(=O)O)c3ccccc3c2=O)sc(CC)c1C | -2% | -2% | -14% | -1% | 6%[11.3 µM] | -4% | -1% | i | 2.2%
CC(=O)Nc1ccc(C2(O)COc3ccccc3O2)cc1 (configuration not stated) | -1% | -7% | -3% | -2% | 20% | 2% | -3% | i | 2.5%
Cc1ccc(N2C(=O)c3ccc(N)cc3C2=O)cc1 | -5% | u | -2% | 8% | 43%[activator] | u | 1% | u | 7.1%
CNc1nnc(-c2ccc(OC)cc2)s1 | -1% | 11% | -1% | -1% | -8% | 24% | 3% | i | 0.6%
COc1ccc(C(=O)COC(=O)CCNS(=O)(=O)c2ccccc2)c(OC)c1 | -2% | -3% | 1% | 3% | -2% | 2% | 0% | i | 0.3%

An excerpt from above in order of molar mass, highest first:
SMILES | A549 tox | MCF10A rereplic | EPAC2 antag | HepG2 tox | ATXN2 expr inh | Nrf2 block | TGFb SMAD3 inh | ATXN viability | Nrf2 activator
COc1cc(-c2nc(C(=O)NC3CCN(Cc4ccccc4)CC3)cc3c2[nH]c2ccccc23)cc(OC)c1OC | -16% | u | -6% | -16% | -31% | -26% | -39% | i | 7.4%
CCOC(=O)c1c(NC(=O)Cn2nc(C(=O)O)c3ccccc3c2=O)sc(CC)c1C | -2% | -2% | -14% | -1% | 6%[11.3 µM] | -4% | -1% | i | 2.2%
COc1ccc(C(=O)COC(=O)CCNS(=O)(=O)c2ccccc2)c(OC)c1 | -2% | -3% | 1% | 3% | -2% | 2% | 0% | i | 0.3%
CCOc1cccc(C(=O)Nc2ccc(N3CCCC3)cc2)c1 | 0% | 6% | 1% | 0% | 16% | -29% | 0% | i | -0.4%
Cc1ccc(-n2nc3ccc(N)cc3n2)c(C)c1 | -3% | 23% | u | -6% | x | -25% | -17% | i | -0.8%

(listing goes on)
SMILES | A549 tox | MCF10A rereplic | EPAC2 antag | HepG2 tox | ATXN2 expr inh | Nrf2 block | TGFb SMAD3 inh | ATXN viability | Nrf2 activator
COc1ccccc1N1CCN(c2ncnc3nc[nH]c23)CC1 | 2% | 0% | 9% | 2% | 3% | 1% | -2% | i | -0.3%
CCc1ccc2c(c1)c(=O)c(S(=O)(=O)c1ccc(Cl)cc1)cn2CC | 15% | x | x | 5% | -5% | u | 25% | i | -0.7%
O=C(COC(=O)c1cccnc1Cl)NCc1cccs1 | 0% | -2% | 2% | -16% | 1% | u | -11% | i | 0.4%
CCN(CC(=O)NCc1cccs1)C(=O)/C=C/c1cccc(Cl)c1Cl | -6% | 3% | -4% | 2% | 3% | -11% | u | i | 0.7%
NC(=O)C1(N2CCCCC2)CCN(CC(=O)Nc2cc(Cl)ccc2Cl)CC1 | -3% | -15% | -1% | 6% | -10% | x | 0% | i | -0.4%
Cc1cc(C)c2c(=O)cc(C(=O)Nc3sc4c(c3C(=O)NCc3ccco3)CCCC4)oc2c1 | 2% | x | x | 1% | -19% | 10% | 4% | i | 4.9%
CC(Nc1oc(-c2ccco2)nc1C#N)c1ccccc1 (configuration not stated) | 13% | 12% | -16% | 23% | -10% | -3% | -13% | i | 18%
COc1cc(OC)c(N(C)C(=O)CSc2c3c(nc4ccc(Cl)cc24)CCCC3)cc1Cl | 8% | x | x | -78% | x | -23% | u | x | u
CCCCn1nc(NC(=O)CC(C)C)c2cc3cc(OC)ccc3nc21 | 1% | 15µM* | 13% | 13% | -23% | 1% | 57%[activator] | i | 0.1%
COC(=O)c1ccc(NC(=S)N2CCC(C(N)=O)CC2)cc1 | -2% | 6% | -1% | 4% | -2% | -2% | -3% | i | 0.1%
COc1ccccc1NC(=O)Nc1ccc2c(c1)nnn2C | 10% | u | -1% | 13% | 37% | u | 17% | i | 3.7%
COc1cccc(Cn2nnc(C(=O)Nc3cc(C)ccc3OC)c2N)c1 | 11% | 20% | -7% | 1% | u | -14% | u | u | 0.0%
C=CCN(CC=C)CCOc1cccc(Oc2ccccc2)c1 | -8% | -5% | -28% | 4% | x | 1% | -25% | x | 3.0%
Cc1ccc(SCCNC(=O)c2ccccc2)cc1 | -7% | 0% | 6% | -5% | -22% | -5% | 0% | i | -0.5%

Compound activity as filed in PubChem BioAssay.
